Assay outcomes as filed in PubChem.
MBNL1 CUG block: blocks human MBNL1 binding to CUG repeat RNA. actives 0.036% (n = 280,000). TR-FRET MBNL1-His/biotin-(CUG)12 binding, 665/545 ratio. Potency, µM (series often up to 57.5 µM), for the others: at the highest dose activity change, negative = inhibition, hits mostly inhibitors. Q9NR56; active = well fitted inhibition curve with a large enough effect in the signal ratio, with a control signal flat, not every such curve was filed as active; inconclusive = small, poorly fitted or top-dose-only effect, or effect the other way, or a change in a side signal; inactive = no such curve, though single readings can be large or run the other way; the % refers to the signal ratio; note: % is set by controls: 0 for no effect and ±100 for the full control effect
Target sequence (Q9NR56 whole entry, looked up): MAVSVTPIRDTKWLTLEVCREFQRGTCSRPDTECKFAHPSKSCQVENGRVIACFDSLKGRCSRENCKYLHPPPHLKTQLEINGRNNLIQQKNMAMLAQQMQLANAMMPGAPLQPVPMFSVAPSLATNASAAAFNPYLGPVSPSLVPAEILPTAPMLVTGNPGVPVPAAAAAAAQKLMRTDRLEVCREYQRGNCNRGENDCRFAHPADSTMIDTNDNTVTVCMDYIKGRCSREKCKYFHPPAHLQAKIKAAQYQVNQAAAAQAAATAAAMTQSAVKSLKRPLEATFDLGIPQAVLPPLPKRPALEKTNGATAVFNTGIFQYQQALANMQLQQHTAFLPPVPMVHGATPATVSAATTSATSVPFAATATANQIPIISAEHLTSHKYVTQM
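Inhibition of protein-RNA binding appears as loss of TR-FRET between terbium anti-His antibody on MBNL1-His and streptavidin-XL665 on biotin-(CUG)12. Activity is normalized to buffer-only and uninhibited-complex controls.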
uPA surface inh: inhibitors of cell surface uPA generation; cell surface uPA generation assay, qHTS; Potency, µM (top dose mostly 38.3 µM), inactives show at the top dose activity change, negative = inhibition, usual class: inhibitors; actives 0.31% (n = 330,000); AID 540303; active = well fitted inhibition curve with a large enough effect; inconclusive = small, poorly fitted or top-dose-only effect; inactive = no such curve, though single readings can be large or run the other way; tested in mouse RAW 264.7 cells; note: % is set by controls: 0 for no effect and ±100 for the full control effect; nearly all actives have a fitted effect of over 55% in size
ELG1 genotox: induces genotoxicity in HEK293T cells with luciferase-tagged ELG1; HEK293T ELG1-luciferase reporter, luminescence, 16 h; Potency, µM (highest dose often 46 µM), for inactives: top-dose activity change, positive = activation, most hits filed as activators; actives 1.3% (n = 330,000); note: % of control where 0% means no effect; nearly all actives have a fitted effect of over 60% in size
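After overnight (16 hr) compound treatment at 37 °C, ELG1-luciferase HEK293T cells were lysed with ONE-Glo; luminescence quantified 30 min later at room temperature.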
p53 reactivator: mutant p53 re-activation in reporter cells | Potency, µM (titrated, usually from 92.2 µM), without a hit: top-dose activity change, positive = activation, hits mostly activators | actives 0.063% (n = 320,000) | H1299 p53-A138V BP100-luciferase reporter, luminescence, 24 h | AID 504706; note: % of control where 0% means no effect; nearly all actives have a fitted effect of over 45% in size
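p53-null H1299 cells stably carrying temperature-sensitive p53-A138V and a BP100-luciferase reporter were pinned with compounds (4-point, 1:5 series) and held 24 hrs at 37 deg C. Luminescence was read 10 min after detection reagent.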
Rab9 promoter act: activators of Rab9 promoter. actives 2.8% (n = 320,000). Potency, µM (top dose mostly 9.22 µM), for inactives: at the highest dose activation, negative = inhibition, usual class: activators. Huh7 Rab9 promoter-luciferase reporter, luminescence, 24 h; note: % of control where 0% means no effect; nearly all actives have a fitted effect of over 60% in size
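Promoter activation is measured as luciferase luminescence in Huh7 cells stably transfected with a Rab9 promoter–luciferase construct, following 24 h compound exposure at 37 °C and 10 min reagent incubation at ambient temperature.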
FLuc modulator: inhibits or activates purified firefly luciferase, miR-21 counter-screen; purified FLuc, Km substrates, luminescence inhibition; Potency, µM (top dose mostly 57.5 µM), for inactives: at the top dose activity change, negative = inhibition, usual class: inhibitors; actives 6.9% (n = 360,000); AID 588342;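 note: plate controls were vehicle for no effect and reference inhibitor for full effect; nearly all actives have a fitted effect of over 55% in size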
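Purified P. pyralis luciferase, 10 nM final, with Km-level 10 uM D-luciferin and 10 uM ATP in 50 mM Tris acetate pH 7.5, 10 mM Mg acetate, 0.01% Tween-20, 0.05% BSA; 6-point qHTS titration about 60 µM downward; luminescence read.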
BRCA1 expr up: BRCA1 expression activation. MCF7-BRCA1-FFLuc reporter, luminescence, 48 h; response scale: scaled: vehicle 0%, 10 µM genistein 100%. Potency, µM (highest dose often 46.1 µM), for the others: top-dose activation, most hits filed as activators. actives 1.1% (n = 380,000). AID 624202; note: nearly all actives have a fitted effect of over 80% in size; some results filed as inactive show a strong effect at the top dose
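Luminescence from a BRCA1-driven firefly luciferase in MCF7 cells was read after 48 h compound exposure at 37 C. Data normalized against DMSO and a 10microM genistein activation control, then curve-fitted across the titration.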
NPC1 promoter act: activates the NPC1 promoter; AID 485313; Potency, µM (titrated, usually from 9.22 µM), without a hit: at the top dose activation, usual class: activators; Huh7 NPC1 promoter luciferase reporter, 24 h; actives 2.4% (n = 320,000);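 note: % of control where 0% means no effect; nearly all actives have a fitted effect of over 60% in size; reporter is driven by a mutant NPC1 promoter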
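Stable NPC1-promoter luciferase Huh7 line; cpd (DMSO) 24 h, 37 °C, 5% CO2; Amplite luciferase reagent 10 min RT; luminescence readout. qHTS format.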
Gal4-VP16 FLuc: inhibits Gal4-VP16 luciferase reporter, ROR gamma counter-screen; Drosophila S2 Gal4-VP16 UAS-luciferase, luminescence, 20 h; AID 2546; actives 3.5% (n = 310,000); Potency, µM (highest dose often 53.6 µM), for inactives: at the highest dose activity, negative = inhibition, usual class: inhibitors;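 note: Gal4-VP16 expression switched on by copper sulfate through the metallothionein promoter; % is set by controls: 0 for no effect and ±100 for the full control effect; nearly all actives have a fitted effect of over 50% in size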
RORg inh: blocks mouse ROR gamma transcriptional activity; actives 5.4% (n = 310,000); Drosophila S2 Gal4-RORgamma UAS-luciferase reporter, 20 h; Potency, µM (titrated, usually from 53.6 µM), without a hit: top-dose activity change, negative = inhibition, most hits filed as inhibitors; P51450; AID 2551; note: % is set by controls: 0 for no effect and ±100 for the full control effect; nearly all actives have a fitted effect of over 60% in size
Target sequence (P51450 whole entry, looked up, the tested form may be a part): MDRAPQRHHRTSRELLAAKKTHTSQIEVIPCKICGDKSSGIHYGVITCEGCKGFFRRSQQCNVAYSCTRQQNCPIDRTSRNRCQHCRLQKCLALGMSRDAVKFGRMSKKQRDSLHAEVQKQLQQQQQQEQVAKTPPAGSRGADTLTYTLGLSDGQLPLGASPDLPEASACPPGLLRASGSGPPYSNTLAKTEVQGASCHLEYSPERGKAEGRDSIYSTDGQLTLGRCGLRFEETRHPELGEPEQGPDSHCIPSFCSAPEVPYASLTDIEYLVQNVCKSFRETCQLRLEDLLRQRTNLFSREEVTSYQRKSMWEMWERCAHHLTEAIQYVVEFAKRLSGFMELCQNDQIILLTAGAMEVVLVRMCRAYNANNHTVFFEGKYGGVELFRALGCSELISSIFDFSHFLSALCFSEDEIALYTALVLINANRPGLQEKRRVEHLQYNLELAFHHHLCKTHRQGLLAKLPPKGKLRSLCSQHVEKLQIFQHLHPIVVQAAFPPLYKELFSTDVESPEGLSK
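In this cell-based reporter format, copper sulfate (700 uM final) drives Gal4–ROR gamma fusion expression from a metallothionein promoter in Drosophila Schneider cells; compounds preincubated 1 hr, reporter read after 20 hr at ambient temperature.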
An asterisk follows results filed as active; & = joins results of further samples; [ ] = remark or other dose. Unless noted, calls come from the whole dose curve; as a rule, active = well fitted curve in the direction sought with a large enough effect; inconclusive = small, poorly fitted or top-dose-only effect, or another doubt; inactive = no such curve, though single readings can be large; an effect the other way counts as inactive or inconclusive. Potency is the fitted concentration of half-maximal effect. Hits appear at their usual frequency; 13% or so of the library scored in one or more.

What do the screens show for `N#Cc1ccc(C(=O)Nc2ccc(S(=O)(=O)NC3=NCCCCC3)cc2)cc1`?
MBNL1 CUG block: -1%; uPA surface inh: 0%; ELG1 genotox: -3%; p53 reactivator: -1%; Rab9 promoter act: -7%; FLuc modulator: 0%; BRCA1 expr up: -8%; NPC1 promoter act: -1%; Gal4-VP16 FLuc: -18%; RORg inh: inconclusive

Results for CCOC(=O)CC(=O)CSc1nc2ccc(C)cc2cc1C#N ?
MBNL1 CUG block: inconclusive; uPA surface inh: -18%; ELG1 genotox: 16µM*; p53 reactivator: inconclusive; Rab9 promoter act: 1%; FLuc modulator: -21%[2.3 µM]; BRCA1 expr up: 6%; NPC1 promoter act: 2%; Gal4-VP16 FLuc: 11%; RORg inh: inconclusive

Results for CN(C)C(=O)CSc1nc(-c2ccccc2)c(-c2ccccc2)o1 ?
MBNL1 CUG block: 2%; uPA surface inh: -3%; ELG1 genotox: -7%; p53 reactivator: 6%; Rab9 promoter act: -1%; FLuc modulator: 3%; BRCA1 expr up: -4%; NPC1 promoter act: -6%; Gal4-VP16 FLuc: 4%[10 µM]; RORg inh: 23%

How did CCCCCN(C(=O)CCC(=O)OCC(=O)N(CC#N)c1ccccc1)c1c(N)n(CCCC)c(=O)[nH]c1=O do in these assays?
uPA surface inh: 1%; ELG1 genotox: 0%; p53 reactivator: -6%; Rab9 promoter act: -2%; FLuc modulator: 0%; BRCA1 expr up: 5%; NPC1 promoter act: -5%

Results for C=CCNC(=O)Cn1nnc(-c2ccc(-c3ccc(OC)cc3)cc2)n1 ?
MBNL1 CUG block: 1%; uPA surface inh: -5%; ELG1 genotox: inconclusive; p53 reactivator: 19%; Rab9 promoter act: inconclusive; FLuc modulator: inconclusive; BRCA1 expr up: inconclusive; NPC1 promoter act: inconclusive; Gal4-VP16 FLuc: -10%; RORg inh: 14%

Results for COc1ccc(N2CCN(C(=O)CCc3c[nH]c4ccccc34)CC2)cc1 ?
MBNL1 CUG block: 1%; uPA surface inh: 1%; ELG1 genotox: 0%; p53 reactivator: -1%; Rab9 promoter act: -1%; FLuc modulator: 1%; BRCA1 expr up: 26%; NPC1 promoter act: 6%; Gal4-VP16 FLuc: -10%; RORg inh: 12%

How did COCC(=O)Nc1nc(-c2ccc([N+](=O)[O-])cc2)cs1 do in these assays?
MBNL1 CUG block: inconclusive; uPA surface inh: inconclusive; ELG1 genotox: 0%; p53 reactivator: 3%; Rab9 promoter act: inconclusive; FLuc modulator: -5%; BRCA1 expr up: 38%; NPC1 promoter act: 0%; Gal4-VP16 FLuc: 17%; RORg inh: 36%

Results for COc1ccc(-c2csc(N3CCSCC3)n2)cc1 ?
MBNL1 CUG block: 14%; uPA surface inh: 0%; ELG1 genotox: inconclusive; p53 reactivator: 23%; Rab9 promoter act: inconclusive; FLuc modulator: inconclusive; BRCA1 expr up: inconclusive; NPC1 promoter act: inconclusive; Gal4-VP16 FLuc: -6%; RORg inh: 6%

How did Cc1noc(C)c1S(=O)(=O)Nc1ccc(C(=O)Nc2ccc(OC(F)(F)F)cc2)cc1 do in these assays?
MBNL1 CUG block: -2%; uPA surface inh: inconclusive; ELG1 genotox: -4%; p53 reactivator: 3%; Rab9 promoter act: -2%; FLuc modulator: -20%; BRCA1 expr up: -28%; NPC1 promoter act: -2%; Gal4-VP16 FLuc: 4%; RORg inh: inconclusive

Results for COc1cc(Nc2nc(SCC#N)nc3ccccc23)cc(OC)c1OC ?
MBNL1 CUG block: -7%; ELG1 genotox: 1%; p53 reactivator: 14%; Rab9 promoter act: -6%; FLuc modulator: 3%; BRCA1 expr up: -45%; NPC1 promoter act: -8%; Gal4-VP16 FLuc: 1%; RORg inh: -9%

The closing two compounds of the part before come first, to join the parts.
How did Cc1noc(C)c1S(=O)(=O)Nc1ccc(C(=O)Nc2ccc(OC(F)(F)F)cc2)cc1 do in these assays?
MBNL1 CUG block: -2%; uPA surface inh: inconclusive; ELG1 genotox: -4%; p53 reactivator: 3%; Rab9 promoter act: -2%; FLuc modulator: -20%; BRCA1 expr up: -28%; NPC1 promoter act: -2%; Gal4-VP16 FLuc: 4%; RORg inh: inconclusive

Results for COc1cc(Nc2nc(SCC#N)nc3ccccc23)cc(OC)c1OC ?
MBNL1 CUG block: -7%; ELG1 genotox: 1%; p53 reactivator: 14%; Rab9 promoter act: -6%; FLuc modulator: 3%; BRCA1 expr up: -45%; NPC1 promoter act: -8%; Gal4-VP16 FLuc: 1%; RORg inh: -9%

What do the screens show for `CC(=O)N1CCN(Cc2nc3cc(NC(=O)Nc4ccccc4)ccc3n2C)CC1`?
MBNL1 CUG block: -4%; uPA surface inh: -10%; ELG1 genotox: 6%; p53 reactivator: -3%; Rab9 promoter act: -2%; FLuc modulator: inconclusive; BRCA1 expr up: 11%; NPC1 promoter act: 5%; Gal4-VP16 FLuc: -12%; RORg inh: 2%

How did CC(=O)N/N=C(\C)c1ccc(Br)cc1Br do in these assays?
MBNL1 CUG block: 4%; uPA surface inh: 7%; ELG1 genotox: 1%; p53 reactivator: -2%; Rab9 promoter act: -20%; FLuc modulator: 1%; BRCA1 expr up: -3%; NPC1 promoter act: -1%; Gal4-VP16 FLuc: inconclusive; RORg inh: 10µM*

How did COc1cccc(OCCNC(=O)c2ccc(C)cc2)c1 do in these assays?
MBNL1 CUG block: -3%; uPA surface inh: 3%; ELG1 genotox: 10%; p53 reactivator: inconclusive; Rab9 promoter act: 27%; FLuc modulator: inconclusive; BRCA1 expr up: 52%; NPC1 promoter act: 11%; Gal4-VP16 FLuc: inconclusive; RORg inh: 31%

Results for COc1ccc(NC(=O)Cc2c(Sc3ccccc3)c3ccccc3n2C)cc1 ?
MBNL1 CUG block: -12%; uPA surface inh: 4%; ELG1 genotox: 0%; p53 reactivator: -7%; Rab9 promoter act: -1%; FLuc modulator: 4%; BRCA1 expr up: -11%; NPC1 promoter act: -3%; Gal4-VP16 FLuc: -26%; RORg inh: 17%

What do the screens show for `CCN1C(=S)N[C@@H](c2ccccc2)C(C(=O)OC)=C1C`?
MBNL1 CUG block: -4%&-3%; uPA surface inh: 14%; ELG1 genotox: 2%; p53 reactivator: 6%; Rab9 promoter act: -6%&-1%; FLuc modulator: 0%&0%; BRCA1 expr up: -5%; NPC1 promoter act: -6%&-3%; Gal4-VP16 FLuc: inconclusive; RORg inh: 3.2µM*

How did N/C(=N\S(=O)(=O)c1cc(C(F)(F)F)cc(C(F)(F)F)c1)c1ccc(Cl)cc1 do in these assays?
MBNL1 CUG block: -12%; uPA surface inh: 6%; ELG1 genotox: -10%; p53 reactivator: -3%; Rab9 promoter act: -7%; FLuc modulator: 0%; BRCA1 expr up: -92%[inhibitor]; NPC1 promoter act: 2%; Gal4-VP16 FLuc: inconclusive; RORg inh: inconclusive

What do the screens show for `Cn1cnnc1SC1CCCCC1NS(=O)(=O)c1ccccc1` (stereo not given)?
MBNL1 CUG block: -8%; uPA surface inh: 0%; ELG1 genotox: -1%; p53 reactivator: -18%; Rab9 promoter act: 0%; FLuc modulator: 1%; BRCA1 expr up: 7%; NPC1 promoter act: -1%; Gal4-VP16 FLuc: -13%; RORg inh: -7%

How did COC(=O)c1ccc2c(c1O)C(=O)c1ccccc1C2=O do in these assays?
MBNL1 CUG block: inconclusive; uPA surface inh: -6%; ELG1 genotox: inconclusive; p53 reactivator: inconclusive; Rab9 promoter act: 14%; FLuc modulator: 8.5µM*; BRCA1 expr up: -132%[inhibitor]; NPC1 promoter act: 11%; Gal4-VP16 FLuc: -2%; RORg inh: inconclusive

What do the screens show for `Cc1ccc(OCC(=O)NCCCNC(=O)c2ccccn2)cc1`?
MBNL1 CUG block: 0%; uPA surface inh: 2%; ELG1 genotox: -4%; p53 reactivator: -4%; Rab9 promoter act: 2%; FLuc modulator: 1%; BRCA1 expr up: -10%; NPC1 promoter act: 1%; Gal4-VP16 FLuc: -7%; RORg inh: 0%

How did COc1ccccc1CNC(=O)C(C)n1nc(C)c2c(C)n(-c3ccccc3)nc2c1=O (stereo not given) do in these assays?
MBNL1 CUG block: -5%; uPA surface inh: 4%; ELG1 genotox: -7%; p53 reactivator: -4%; Rab9 promoter act: -2%; FLuc modulator: 0%; BRCA1 expr up: -27%; NPC1 promoter act: -1%; Gal4-VP16 FLuc: 12%; RORg inh: inconclusive

Results for Cc1c(CCO)c(=O)[nH]n1S(=O)(=O)c1ccc([N+](=O)[O-])cc1 ?
MBNL1 CUG block: inconclusive; uPA surface inh: -3%; ELG1 genotox: -7%; p53 reactivator: 6%; Rab9 promoter act: inconclusive; FLuc modulator: 7%; BRCA1 expr up: -2%; NPC1 promoter act: 9%; Gal4-VP16 FLuc: -23%; RORg inh: inconclusive

What do the screens show for `CCONC(=O)Nc1ccccc1[N+](=O)[O-]`?
MBNL1 CUG block: inconclusive; uPA surface inh: 8%; ELG1 genotox: 2%; p53 reactivator: -17%; Rab9 promoter act: -3%; FLuc modulator: 2%; BRCA1 expr up: -9%; NPC1 promoter act: 0%; Gal4-VP16 FLuc: -10%; RORg inh: inconclusive

How did CC(=O)c1ccc(OCC(=O)N(C2CCCCC2)C2CCS(=O)(=O)C2)cc1 (stereo not given) do in these assays?
uPA surface inh: -49%; ELG1 genotox: 5%; p53 reactivator: 0%; Rab9 promoter act: 1%; FLuc modulator: 0%; BRCA1 expr up: -4%; NPC1 promoter act: -2%
